Bioassay records from PubChem BioAssay.
NCI-60 one-dose screen, 48 h, at 10 µM unless noted. Numbers give growth in % (100 = growth as untreated, 0 = no growth, -100 = all killed).
MCF7 = MCF7 breast cancer. actives 6.3% (n = 82,000)
K-562 = K-562 leukemia. AID 1794777. actives 7.4% (n = 78,000)
T-47D = T-47D breast cancer | actives 5% (n = 79,000) | AID 1794792
MDA-MB-231 = MDA-MB-231 breast cancer; actives 5% (n = 81,000); AID 1794789
BT-549 = BT-549 breast cancer; AID 1794793; actives 4.4% (n = 78,000)
LOX IMVI = LOX IMVI melanoma; actives 7.4% (n = 79,000)
MDA-MB-468 = MDA-MB-468 breast cancer; actives 8.5% (n = 78,000)
HS 578T = HS 578T breast cancer. actives 4.1% (n = 78,000)
* = called active by the depositor; . = no result given; & = joins results of further samples; [ ] = another dose, or the depositor's remark. Rule for the calls: active = growth percent below 10; inactive = the rest.

Below each compound – BT-549	LOX IMVI	K-562	MDA-MB-231	T-47D	HS 578T	MCF7	MDA-MB-468
1. Nc1ncc(-c2ccc3ncnc(Nc4cncc(Cl)c4)c3c2)cn1
    64.2	61.5	82.9	66.5	-7.3*	61.6	37.8	7.6*
2. CC(C)Sc1nc(N)nc2nc[nH]c12
    134.0	98.5	82.7	115.6	91.8	128.8	93.5	118.9
3. COc1cc2c3c(c4c5ccccc5[nH]c4c2c(OC)c1OC)C(=O)N(O)C3=O
    46.2	26.3	20.8	44.2	19.5	67.4	20.4	32.7
4. CCOC(=O)C1=NN(c2ccccc2)C(=O)/C1=C/N1C(=O)/C(=C/c2ccc([N+](=O)[O-])cc2)SC1=S
    94.3	90.2	88.0	97.8	72.1	99.2	77.9	111.7
5. CCOC(=O)C1=C(N)N(c2ccccc2)C2=C(C(=O)CC(C)(C)C2)C1c1ccc(Cl)cc1 (stereo not drawn)
    43.2	41.5	18.3	53.0	29.5	71.9	17.4	33.2
6. CN(C)CCOc1ccc(C(=O)C2[C@H](c3ccc(Cl)cc3)[C@@H](c3ccccc3)NC23C(=O)Nc2ccccc23)cc1 (stereo partly drawn)
    81.8	-94.3*	-51.5*	49.5	67.9	77.4	-20.8*	-26.0*
7. CC(=O)c1c(C)nc2ccccc2c1/C=C/c1cccs1
    89.7	104.2	87.8	86.7	73.1	97.7	102.9	77.6
8. CSc1nc(-c2ccc(Cl)cc2)c(C#N)c(N2CCOCC2)n1
    78.2	90.9	80.1	91.0	67.0	102.9	94.2	92.5
9. CC(C)C[C@H](NC(=O)CCn1ccc2ncccc2c1=O)B(O)O
    63.9	54.3	63.1	104.6	41.3	91.9	38.3	.
10. NC(N)=N/N=C(/c1ccccc1)c1ccc2nc(-c3ccc(O)cc3)[nH]c2c1
    93.4	99.0	82.8	105.2	88.2	93.5	78.8	85.4
11. N#CC(c1ccccc1)C(Cc1ccccc1)c1ccccc1 (stereo not drawn)
    107.1	95.3	44.5	104.2	100.8	110.9	119.9	102.9
12. COc1cccc(COc2ccc(/C=C3\N=C4SCCCN4C3=O)cc2)c1
    96.1	93.1	71.2	116.2	87.8	103.7	89.4	102.1
13. COc1ccc(CN2C(=O)/C(=C\c3cc(OC)c(OC)c(OC)c3)c3ccccc32)cc1
    24.5	-76.0*	5.3*	5.6*	-2.5*	47.7	7.2*	5.6*
14. CCSc1ccc(C2C(Br)C(=O)N2c2cc(OC)c(OC)c(OC)c2)cc1 (stereo not drawn)
    13.8	25.7	8.3*	19.7	67.4	8.6*	13.2	27.7
15. O=C(C1CC1)C1CC1
    102.8	102.7	102.0	109.0	103.4	100.7	103.8	96.8

Entries by screen from the list.
MCF7, nos. 2–6, in order: 93.5, 20.4, 77.9, 17.4, -20.8*

Next part:
Below each compound – BT-549	LOX IMVI	K-562	MDA-MB-231	T-47D	HS 578T	MCF7	MDA-MB-468
16. Cc1cc(NCc2cc(Nc3ccnc4cc(Cl)ccc34)ccc2F)nc(N2CCN(c3ccccc3)CC2)n1
    70.1	-84.6*	-0.1*	17.2	24.5	47.9	23.9	30.2
17. CC1CCN(Cc2c(O)ccc3cc(-c4nc5ccccc5s4)c(=O)oc23)CC1
    92.9	74.7	34.9	73.6	50.3	88.5	61.0	55.6
18. CCOc1ccc(-n2cc(CSc3nnc(Cn4c(C(F)(F)F)nc5ccccc54)o3)nn2)cc1
    86.9	88.9	99.7	88.8	75.5	105.7	95.4	109.6
19. CN1CCN(c2nc(NN3C(=O)c4cccc5cccc(c45)C3=O)nc(N3CCOCC3)n2)CC1
    89.2	97.4	89.6	97.6	98.4	83.2	86.8	101.7
20. CCOC(=O)c1c(SC)nn(-c2cc(=O)[nH]c3ccc(OC)cc23)c1N
    85.6	100.4	.	84.5	85.7	91.2	87.3	108.5
21. CCN(CC)CC#CCOC(=O)C(O)(c1ccccc1)C1CCCCC1 (stereo not drawn)
    97.3	94.1	85.3	84.4	87.6	82.9	96.9	80.4
22. Cc1ccc(NCC(=O)O)cc1
    95.7	93.3	98.5	91.9	110.0	79.6	84.7	109.5
23. COc1ccc(N/C=C/C(=O)c2ccc3c(c2)Nc2ccccc2S3)c(OC)c1
    39.8	.	37.2	78.4	30.4	87.3	43.2	35.0
24. O=C(Cn1nc(-c2ccc3ccccc3c2)ccc1=O)NCc1ccccc1F
    61.9[50 µM]	56.3[50 µM]	29.3[50 µM]	56.9[50 µM]	59.4[50 µM]	72.1[50 µM]	44.3[50 µM]	42.2[50 µM]
25. CCCc1oc2ccccc2c(=O)c1C(=O)c1ccc(OC)cc1
    .	96.1	95.8	89.1	88.7	101.4	162.6	112.0
26. [Cl-].[Rh+3].c1ccc(-c2ccnc3c2ccc2c(-c4ccccc4)ccnc23)cc1.c1ccc(-c2ccnc3c2ccc2c(-c4ccccc4)ccnc23)cc1.c1ccc(-c2ccnc3c2ccc2c(-c4ccccc4)ccnc23)cc1
    42.9	88.7	34.7	93.6	50.4	.	63.3	.
27. CC(C)=CCc1ccccc1O
    100.7	102.6	89.2	104.5	92.4	111.1	109.8	99.8
28. Nc1ccccc1-c1cc2c(c3c1[nH]c1ccccc13)-c1ccccc1OC2
    83.8	88.3	88.8	104.2	79.7	101.8	81.1	105.9
29. O=C(O)CCC(=O)OC(C1CO1)C(OC(=O)CCC(=O)O)C1CO1 (stereo not drawn)
    108.0	97.1	103.0	130.2	94.0	112.7	90.6	99.0
30. CC1CN(Cc2ccccc2)C(=S)N(c2ccccc2)C1=O (stereo not drawn)
    112.0	112.1	133.0	110.1	116.8	106.0	102.4	.

From no. 28 as far as 30, copied from above:
Below each compound – BT-549	LOX IMVI	K-562	MDA-MB-231	T-47D	HS 578T	MCF7	MDA-MB-468
28. Nc1ccccc1-c1cc2c(c3c1[nH]c1ccccc13)-c1ccccc1OC2
    83.8	88.3	88.8	104.2	79.7	101.8	81.1	105.9
29. O=C(O)CCC(=O)OC(C1CO1)C(OC(=O)CCC(=O)O)C1CO1 (stereo not drawn)
    108.0	97.1	103.0	130.2	94.0	112.7	90.6	99.0
30. CC1CN(Cc2ccccc2)C(=S)N(c2ccccc2)C1=O (stereo not drawn)
    112.0	112.1	133.0	110.1	116.8	106.0	102.4	.

Additional results follow.
Below each compound – BT-549	LOX IMVI	K-562	MDA-MB-231	T-47D	HS 578T	MCF7	MDA-MB-468
31. O=C(Oc1ccc(Br)cc1)c1ccccc1
    85.3	97.7	94.3	95.9	85.7	108.3	93.4	103.4
32. CC(=O)Nc1ccc(C(=O)N/N=C/c2ccc(O)cc2)cc1
    107.4	100.5	103.8	101.8	105.5	115.0	90.4	90.6
33. Cc1ccc2nc(NC(=O)CSc3nc(-c4ccccc4)c(C#N)c(-n4nc(C)cc4C)n3)sc2c1
    97.1	92.3	79.8	71.6	79.6	86.7	83.9	103.4
34. O=C(NCCI)N(Cc1ccccc1)C(=O)SSCCc1ccccc1
    102.6	100.1	114.3	106.5	109.7	99.3	103.1	84.4
35. CS(=O)(=O)c1ccc(-c2nc3ccccn3c2/C=N/Nc2nc(-c3ccc(Cl)cc3)cs2)cc1
    103.4	121.8	78.6	106.5	78.0	106.7	91.6	94.2
36. CCC(C)(C)c1ccc(OCCCCCCN2CCNCC2)cc1
    89.1	-47.1*	-29.0*	78.5	40.0	64.2	4.8*	-9.2*
37. O=C(CC(SCc1ccccc1)c1ccccc1)c1ccccc1 (stereo not drawn)
    94.0	85.6	95.3	98.1	74.7	106.8	14.6	84.9
38. COc1ccc(-c2nnc(SCC(=O)Nc3ccc(C(=O)/C=C/c4ccc(OC)c(OC)c4)cc3)o2)cc1
    113.1	77.1	61.7	96.6	75.0	93.4	51.6	88.7
39. Fc1ccc(C(F)(F)F)cc1-n1cc(-c2ccc(Br)cc2)oc1=Nc1ccc(Nc2ncnc3sc4c(c23)CCCC4)cc1
    113.5	91.0	91.1	84.3	88.9	85.6	85.3	100.2
40. Cc1nc(N)sc1C(=O)/C=C/c1cc(Br)cc(Br)c1O
    74.1	102.7	100.1	108.8	89.0	105.7	91.5	100.9
41. O=S(=O)(NCCNc1nccc(-c2c(-c3ccc(F)c(O)c3)nc3occn23)n1)c1ccccc1
    80.8	33.7	33.6	27.7	71.9	54.4	36.5	59.6
42. COc1cccc(/C=C/c2c(C(C)=O)c(=O)[nH]c3ccccc23)c1
    91.5	80.6	85.0	89.2	84.2	92.1	93.4	84.7
43. COC(=O)C(CCC#N)(CCC#N)C(C)=O
    110.8&109.7	101.4&104.5	98.7	116.4&112.3	123.1&89.9	103.0&109.0	99.6&93.2	118.4&112.4
44. CC1CCC2(CC1)SC(C)C(=O)N2NC(=O)Cc1ccccc1Nc1c(Cl)cccc1Cl (stereo not drawn)
    90.3	86.1	64.0	76.5	58.6	73.2	62.0	68.9
45. O=C1c2cc(Cl)ccc2-c2c(O)cc(Cl)cc21
    100.2	52.0	57.2	79.2	63.9	81.5	77.0	48.6

Below each compound – BT-549	LOX IMVI	K-562	MDA-MB-231	T-47D	HS 578T	MCF7	MDA-MB-468
46. COc1ccc(-c2cc3nc(NC(C)=O)[nH]c(=O)c3s2)cc1
    95.6	97.0	89.5	104.3	91.4	95.2	101.1	104.4
47. O=C(O)c1cc2c(ncc3c(=O)n(-c4ccccc4)[nH]c32)s1
    98.7	101.7	97.6	108.2	92.6	97.6	99.4	109.2
48. Cc1ccc(NC(=O)CSc2nc3ccc([N+](=O)[O-])cc3[nH]2)cc1
    123.2	90.0	87.0	92.8	69.4	97.5	98.5	71.6
49. COc1ccc(C(=O)/C=C/c2cn(-c3ccccc3)nc2-c2ccc(Cl)cc2)cc1
    90.2	80.5	39.3	67.1	51.8	113.8	68.1	78.8
50. CC1CC(C)(C)CC(=O)O1 (stereo not drawn)
    101.7	92.4	71.0	114.4	93.4	121.6	94.5	101.2
51. CNC[C@H](O)c1cccc(O)c1
    95.3	104.6	106.5	90.7	106.0	131.6	110.7	109.0
52. O=C1CCC(C(=O)O)C1 (stereo not drawn)
    80.7	95.3	99.5	115.2	97.3	109.8	87.3	101.8
53. O=C(O)c1ccccc1Nc1ccccc1[N+](=O)[O-]
    109.5	95.4	102.3	115.7	100.2	97.3	102.3	127.3
54. Cc1ccc(C(=O)CCC(=O)O)c(C)c1
    104.5	99.9	101.3	119.4	90.8	110.1	98.0	105.6
55. CN1CCN(Cc2nnc3n(Cc4ccccc4)c(=O)c4c5c(sc4n23)CCCC5)CC1
    81.2	97.9	92.2	88.0	85.6	89.9	94.5	96.8
56. CNC(=O)c1cn(C2CC2)c2cc(N3CCN(C(=O)c4ccccc4)CC3)c(F)cc2c1=O
    103.5	94.8	103.8	90.3	81.0	95.3	97.7	105.5
57. COc1ccc(/C=C2\N=C(Nc3ccccc3)N(NC(=O)c3ccccn3)C2=O)cc1
    94.1	95.5	81.1	94.6	63.6	95.3	87.5	97.2
58. COc1cc2nc(Sc3ncccc3C(=O)O)n(Cc3ccccc3)c(=O)c2cc1OC
    107.3	92.6	.	90.1	100.8	100.3	86.6	.
59. COc1ccc2nccc(/C=C/c3ccccc3N)c2c1
    90.0	109.1	115.4	102.8	80.2	99.9	90.5	92.4
60. CCNC(=O)c1[nH]cc(-c2ccccc2)c1-c1cc(OC)c2c(c1OC)OCO2
    98.4	95.1	94.0	97.2	87.0	93.2	101.5	103.6

Below each compound – BT-549	LOX IMVI	K-562	MDA-MB-231	T-47D	HS 578T	MCF7	MDA-MB-468
61. C=C(C)[C@@H]1CC[C@]2(C(=O)NCC(=O)OC)CC[C@]3(C)[C@H](CC[C@@H]4[C@@]5(C)Cc6c([nH]c7ccccc67)C(C)(C)[C@@H]5CC[C@]43C)[C@@H]12
    81.3	70.7	44.9	82.2	47.7	95.0	63.5	55.1
62. O=C(CSC(=S)N1CCN(Cc2ccccc2)CC1)Nc1nc2ccc(Cl)cc2s1
    115.3	94.4	113.9	116.2	91.8	113.0	97.9	119.7
63. Nc1ccc(S(N)(=O)=O)cc1
    143.6&99.3	95.8&97.7	92.5&100.3	107.4&110.6	91.7&106.0	106.1	116.0&97.7	100.8
64. Nc1ccn([C@H]2CC[C@@H](CO)O2)c(=O)n1
    103.3	102.6	.	102.3	106.0	110.3	91.8	119.5
65. O=C(O)CNC(=O)Nc1ccccc1
    93.8	102.7	100.8	118.4	88.0	116.5	96.3	100.5
66. Cn1c(=O)c2[nH]c(SCC(=O)Nc3ccc(C(=O)/C=C/c4ccccc4)cc3)nc2n(C)c1=O
    79.7	87.1	71.6	105.2	93.0	91.8	36.2	65.0
67. CCC(C)c1ccc(O)c(C(C)CC)c1 (stereo not drawn)
    95.7	97.0	100.8	115.2	95.1	107.8	96.4	100.6
68. O=C(CN1C(=O)NC(c2ccccc2)(c2ccccc2)C1=O)c1ccc(F)cc1
    86.6	90.4	.	86.2	91.9	99.4	95.7	.
69. O=c1[nH]c2ccccc2nc1/C=C(\O)c1ccncc1
    107.9	92.4	108.6	124.0	93.5	130.4	90.9	108.2
70. O=c1cc[nH]c(=S)[nH]1
    96.0	100.8	120.6	99.7	94.0	113.2	.	117.3
71. Cc1cccc(NC(=O)CCCCC(=O)Nc2cccc(C)c2)c1
    106.6	96.8	99.0	103.5	100.2	112.8	89.3	102.5
72. O=C(O)c1cc(NCc2cccc(Cl)c2)ccc1N1CCOCC1
    98.8	99.7	104.1	107.8	96.1	118.8	103.2	94.8
73. CN(C)S(=O)(=O)C(C)(C)c1ccccc1
    .	97.4	71.2	96.4	158.4	114.8	164.8	84.0

Among those listed so far, four have bromine:
Below each compound – BT-549	LOX IMVI	K-562	MDA-MB-231	T-47D	HS 578T	MCF7	MDA-MB-468
14. CCSc1ccc(C2C(Br)C(=O)N2c2cc(OC)c(OC)c(OC)c2)cc1 (stereo not drawn)
    13.8	25.7	8.3*	19.7	67.4	8.6*	13.2	27.7
31. O=C(Oc1ccc(Br)cc1)c1ccccc1
    85.3	97.7	94.3	95.9	85.7	108.3	93.4	103.4
39. Fc1ccc(C(F)(F)F)cc1-n1cc(-c2ccc(Br)cc2)oc1=Nc1ccc(Nc2ncnc3sc4c(c23)CCCC4)cc1
    113.5	91.0	91.1	84.3	88.9	85.6	85.3	100.2
40. Cc1nc(N)sc1C(=O)/C=C/c1cc(Br)cc(Br)c1O
    74.1	102.7	100.1	108.8	89.0	105.7	91.5	100.9
